# NadD inh: NadD (S. aureus) enzyme inhibition; purified NadD enzyme, colorimetric absorbance read-out; inhibition, % at 20 µM; 360,000 tested, 0.78% active; in the data active = inhibition above about 26%; also: some compounds past the cut are filed as inactive
# STEP inh: STEP (human) phosphatase inhibition; P54829; recombinant STEP, OMFP fluorogenic substrate, fluorescence; inhibition, % at 20 µM; 360,000 tested, 0.25% active; AID 588621;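 active = inhibition at 20 µM, scaled per plate between control wells, above about 37%, limit read from the data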;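 also: 0% = DMSO with enzyme and substrate and 100% = substrate only without enzyme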
#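 medium = Bis-Tris buffer pH 6.0, 2.5 mM DTT, 0.005% Tween 20 | test system = STEP (striatal-enriched tyrosine phosphatase) enzyme, cell-free | measure = normalized % inhibition | compound dosing = 20 µM, 1% DMSO | also added = 25 µM OMFP | schedule = reaction 20 min, ambient temperature | measured by = fluorescence read at 480 nm ex / 540 nm em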
# SUMO1-SIM PPI: modulators of human SUMO1-mediated protein-protein interactions. P63165. SUMO1 binding to a labelled peptide, TR-FRET, 1 h. inhibition, % at 20 µM. 360,000 tested, 0.33% active; in the data active = inhibition above about 37%
# Tb MetRS inh: Trypanosoma brucei MetRS inhibition. purified T. brucei MetRS, ATP depletion, Kinase-Glo luminescence. inhibition, % at 11.9 µM. 360,000 tested, 0.4% active;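 active = inhibition above a per-plate cutoff of the control wells' mean inhibition plus 3 SD, cut at about 5.5% in these data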;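 also: 0% = DMSO wells median and 100% = median of wells with control inhibitor compound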
#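 technique = Kinase-Glo luminescence, ATP depletion format | system = purified MetRS (methionyl-tRNA synthetase) enzyme from Trypanosoma brucei | timing = 15 min preincubation, 2 h reaction, all 25 °C | evaluation = percent inhibition versus plate control medians | dosing = single dose, 11.9 µM final nominal, 0.9% final DMSO | also added = substrates ATP, L-methionine and bulk Escherichia coli tRNA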
# LMPTP block: LMPTP (human) inhibition. recombinant LMPTP-A, OMFP fluorogenic substrate, fluorescence intensity. 360,000 tested, 0.22% active. inhibition, % at 20 µM. P24666;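 active = compounds that cut the enzyme signal by at least half of the control window in the single-dose screen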;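 also: plate controls were DMSO wells with enzyme plus substrate for no effect and substrate without enzyme for full effect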
# Target sequence (P24666 whole entry, looked up): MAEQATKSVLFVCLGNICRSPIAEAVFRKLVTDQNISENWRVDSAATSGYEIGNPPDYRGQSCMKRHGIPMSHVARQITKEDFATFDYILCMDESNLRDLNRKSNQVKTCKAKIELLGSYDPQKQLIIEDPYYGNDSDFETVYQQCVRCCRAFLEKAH
#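 Test system: LMPTP-A, protein tyrosine phosphatase of low molecular weight; Input: 0.625 nM enzyme; Incubation: 50 min dark incubation at room temperature; Signal: endpoint fluorescence intensity from OMFP dephosphorylation; Read-out basis: % inhibition versus control wells.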
# SKN-1 inh: blocks SKN-1 activity in C. elegans. 360,000 tested, 0.49% active. AID 624304. C. elegans VP596 Pgst-4::GFP/RFP ratio, acrylamide-induced, 24 h. inhibition, % at 21.8 µM;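 active = interference check ratio from 0.5 to 1.5 plus GFP to RFP signal ratio inhibition reaching or exceeding a fixed threshold, cut at about 30% in these data, passing the limit was not always enough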; also: some compounds called inactive have numbers as strong as hits
# Scp1 inh: Scp-1 (human) phosphatase inhibition; AID 493091; Recombinant Scp1, phosphopeptide, malachite green phosphate absorbance; inhibition, % at 20 µM; 340,000 tested, 0.88% active;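 active = inhibition above about 50% at 20 µM, limit read from the data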;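 also: plate controls were DMSO wells with enzyme for no effect and wells lacking enzyme for full effect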
#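 Material: truncated SCP-1 phosphatase (76-261aa) / Buffer or medium: 50 mM Tris acetate pH 5.5, 0.005% Tween-20, 10 mM MgCl2 / Compound dosing: one concentration, 20 µM, with 1.0% DMSO / Incubation: 45 min room-temperature reaction, 5 min colour, 30 min stabiliser / Detection: colorimetric free-phosphate detection, absorbance 630 nm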
# Neddyl block: blocks human cullin neddylation | calls only at 25 µM | 360,000 tested, 0.58% active | P61081+Q13564 | TR-FRET cullin neddylation, biochemical | AID 651699; in the data active = inhibition above about 36%
# NRP1-CendR mod: NRP-1/CendR interaction modulation; O14786; FAM-RPARPAR peptide binding to NRP-1, fluorescence polarization; inhibition, % at 25 µM; 360,000 tested, 0.85% active;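 active = inhibition or corrected inhibition above about 18%, plus a signal ratio from 0.5 to 1.5, limit read from the data, passing the limit was not always enough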; also: strong numbers were not always called active
# Target sequence (O14786 whole entry, looked up): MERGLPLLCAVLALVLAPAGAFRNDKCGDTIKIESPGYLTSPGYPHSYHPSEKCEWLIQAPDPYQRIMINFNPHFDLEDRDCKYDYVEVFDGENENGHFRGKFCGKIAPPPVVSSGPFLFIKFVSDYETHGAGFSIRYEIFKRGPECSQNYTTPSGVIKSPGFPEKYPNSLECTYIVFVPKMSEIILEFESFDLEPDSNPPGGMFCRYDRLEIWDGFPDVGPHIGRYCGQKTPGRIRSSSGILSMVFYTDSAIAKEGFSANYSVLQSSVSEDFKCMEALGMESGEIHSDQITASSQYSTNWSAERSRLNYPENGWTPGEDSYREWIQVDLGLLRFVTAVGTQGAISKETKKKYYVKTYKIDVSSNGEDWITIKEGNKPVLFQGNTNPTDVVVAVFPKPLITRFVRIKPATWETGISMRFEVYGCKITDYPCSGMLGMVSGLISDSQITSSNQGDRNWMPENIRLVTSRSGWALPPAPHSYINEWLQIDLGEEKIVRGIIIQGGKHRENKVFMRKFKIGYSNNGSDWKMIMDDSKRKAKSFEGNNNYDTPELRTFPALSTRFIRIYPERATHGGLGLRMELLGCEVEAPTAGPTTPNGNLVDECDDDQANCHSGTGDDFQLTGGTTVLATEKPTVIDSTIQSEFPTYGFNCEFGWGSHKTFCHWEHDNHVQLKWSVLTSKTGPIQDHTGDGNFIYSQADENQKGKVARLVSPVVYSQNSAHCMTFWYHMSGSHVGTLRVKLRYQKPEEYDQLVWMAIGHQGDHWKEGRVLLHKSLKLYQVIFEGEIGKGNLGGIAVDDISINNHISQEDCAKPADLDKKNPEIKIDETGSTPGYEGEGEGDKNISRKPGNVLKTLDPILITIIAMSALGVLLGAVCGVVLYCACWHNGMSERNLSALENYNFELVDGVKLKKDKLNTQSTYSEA
# DNMT1 inh: DNMT1 (human) enzyme inhibition; P26358; DNMT1 molecular beacon, Hinp1I cleavage, fluorescence; inhibition (reported as % activation of signal), % at 10 µM; 360,000 tested, 0.83% active; AID 588458; in the data active = inhibition above about 50%
# * hit, by the source's call; i = inactive; · = no result given.
SMILES,NadD inh,STEP inh,SUMO1-SIM PPI,Tb MetRS inh,LMPTP block,SKN-1 inh,Scp1 inh,Neddyl block,NRP1-CendR mod,DNMT1 inh
CCC(=O)c1ccc(OCCn2cnc3ccccc32)cc1,-9.0,-1.2,0.2,0.8,0.1,-6.3,-3.9,i,1.4,-0.1
COc1ccc(CN2C(=O)CCC2(C)c2nc3ccccc3[nH]2)cc1 (stereo unspecified),-6.6,1.7,0.2,0.0,-0.3,4.3,·,i,-1.1,0.5
CC(C)(C)c1ccc(-c2c(C#N)c(N)nc3c2CCCC3)s1,4.3,-17.9,-0.5,-0.5,0.9,-21.9,4.6,i,9.6,3.9
O=C(O)Cc1ccc(NC(=O)CCN2C(=O)c3ccc([N+](=O)[O-])cc3C2=O)cc1,1.8,-1.4,-16.4,0.3,-0.5,-5.5,-7.2,i,-2.7,-6.2
Cc1nnc(Sc2cc(NCCCO)c([N+](=O)[O-])c3nonc23)s1,-3.9,4.7,-11.6,-0.6,-1.4,8.2,-7.4,i,1.3,-7.7
Cc1c(Cl)c([N+](=O)[O-])nn1CCCC(=O)Nc1c(C)n(C)n(-c2ccccc2)c1=O,-7.6,0.8,-20.6,-0.1,-1.0,-7.5,0.2,i,-0.5,-1.1
Cc1nc(SCC(=O)c2cc3ccccc3oc2=O)c(C#N)c(-c2ccccc2)c1C(=O)Nc1ccccc1,28.4*,2.2,1.8,0.0,2.6,23.0,-11.2,i,-6.9,45.8
Cc1ccc(C(=O)OC(C)C(=O)NC2CCCCC2C)s1 (stereo unspecified),-3.0,3.4,7.5,0.3,-0.1,13.8,-1.7,i,-1.9,82.8*
COc1ccc(CC(=O)Nc2nc3ccc(F)cc3s2)cc1S(=O)(=O)N1CCOCC1,-2.8,-5.3,9.4,-1.1,3.4,16.0,-12.7,i,5.0,-7.1
CSc1ncccc1C(=O)N1CCN(S(=O)(=O)c2ccc(F)cc2)CC1,-7.4,-2.3,1.9,-1.1,-2.0,-6.2,-6.8,i,-3.6,2.1
CSc1nc(O)c(Cc2ccccc2)c(=O)[nH]1,1.5,-1.6,-0.9,-0.6,-1.8,7.8,-2.0,i,-9.8,2.0
CC(c1ccccc1)n1c(N2CCN(C)CC2)nc2c1c(=O)[nH]c(=O)n2C (stereo unspecified),-4.2,-2.4,2.9,-0.8,-0.3,20.1,0.8,i,-10.4,1.0
O=C(CCNC(=O)c1ccc(Br)cc1)NCCCc1ccccc1,-3.2,1.3,5.1,-0.1,-0.6,6.6,-4.2,i,0.7,1.4
CCCNC(=O)C1(C)CCN(Cc2ccc(-n3ccnc3)cc2)C1 (stereo unspecified),-3.2,6.0,-2.7,-0.4,3.7,-11.0,·,i,-15.3,0.8
CCN(CC)c1nc2n(c(=S)n1)CCS2,3.0,-2.4,-1.9,-0.5,-0.4,-1.1,-5.6,i,2.8,-0.3

# The closing five compounds of the part before open the next one.
SMILES,NadD inh,STEP inh,SUMO1-SIM PPI,Tb MetRS inh,LMPTP block,SKN-1 inh,Scp1 inh,Neddyl block,NRP1-CendR mod,DNMT1 inh
CSc1nc(O)c(Cc2ccccc2)c(=O)[nH]1,1.5,-1.6,-0.9,-0.6,-1.8,7.8,-2.0,i,-9.8,2.0
CC(c1ccccc1)n1c(N2CCN(C)CC2)nc2c1c(=O)[nH]c(=O)n2C (stereo unspecified),-4.2,-2.4,2.9,-0.8,-0.3,20.1,0.8,i,-10.4,1.0
O=C(CCNC(=O)c1ccc(Br)cc1)NCCCc1ccccc1,-3.2,1.3,5.1,-0.1,-0.6,6.6,-4.2,i,0.7,1.4
CCCNC(=O)C1(C)CCN(Cc2ccc(-n3ccnc3)cc2)C1 (stereo unspecified),-3.2,6.0,-2.7,-0.4,3.7,-11.0,·,i,-15.3,0.8
CCN(CC)c1nc2n(c(=S)n1)CCS2,3.0,-2.4,-1.9,-0.5,-0.4,-1.1,-5.6,i,2.8,-0.3
Cc1ccc(S(=O)(=O)N2CCN(C(=O)c3sccc3-c3ccccc3)CC2)cc1,-3.0,4.1,-2.5,-0.2,1.6,10.6,-8.3,i,16.2,1.6
COc1ccc(N(CC(=O)Nc2cccnc2)S(=O)(=O)c2ccc(C)cc2)cc1Cl,1.7,-0.3,-4.1,1.3,0.9,-4.4,-7.9,i,1.0,-2.9
O=C1c2ccccc2S(=O)(=O)N1Cc1ccccc1[N+](=O)[O-],-1.5,-2.2,-10.1,0.3,-0.7,4.8,-4.7,i,4.6,2.8
CC1CCc2c(sc3ncnc(NCCN4CCOCC4)c23)C1 (stereo unspecified),-1.4,-0.9,-1.1,0.4,-0.1,5.8,-12.2,i,4.0,1.2
CCCS(=O)(=O)NC(=O)C1(C)CCN(C(=O)c2cc(F)cc(F)c2)C1 (stereo unspecified),-5.2,-1.6,-1.2,-0.2,-0.9,-13.4,·,i,5.3,-0.8
CN(C)CCCNC(=O)c1ccc(=O)[nH]n1,-4.1,-2.5,-1.4,-0.4,-4.1,-6.4,-0.8,i,5.6,1.4
Cc1ccc(OCC(=O)Nc2cccc(S(=O)(=O)NC3=NCCCCC3)c2)cc1C,1.0,1.8,2.0,-0.2,-0.7,1.8,-7.8,i,5.2,-0.1
CCOc1ccc(N(C)S(=O)(=O)c2ccc3[nH]cc(C(=O)NCCCOC)c(=O)c3c2)cc1,-4.7,-0.6,5.3,-0.8,-1.1,11.8,5.3,i,-1.1,-0.8
COc1ccc(CNC(=O)Cn2nc([N+](=O)[O-])c(Br)c2C)cc1,-6.4,0.2,-15.7,-1.6,-0.5,15.6,-10.2,i,1.5,-4.5
COc1ccc(-c2csc3ncnc(NCCN4CCOCC4)c23)cc1,-6.1,2.6,-0.2,-1.0,0.3,-0.4,-2.0,i,-20.7,3.0
Cc1ccccc1C(=O)NC1CC2CCCC(C1)N2C(=O)Nc1ccccc1 (stereo unspecified),-5.6,0.3,1.2,-0.5,1.0,-2.5,-3.6,i,5.7,1.1
O=C(C(Sc1ccccc1)c1ccccc1)N1CCN(c2ccccc2F)CC1 (stereo unspecified),-10.3,0.0,0.8,-1.1,2.7,-29.6,-11.3,i,-2.5,5.4
CCCC1=NN(C(=O)CCc2ccccc2O)C(O)(C(F)(F)F)C1 (stereo unspecified),6.1,0.2,2.8,-0.2,-1.2,3.1,3.3,i,2.3,0.7
CCOC(=O)c1ccccc1NC1c2ccccc2C(=O)N1c1ccc(C)cn1 (stereo unspecified),0.5,3.3,-2.0,0.5,2.7,-7.7,-8.5,·,-18.4,-4.7
O=C(NC1CCCCC1)N1CCN(c2ccccc2)CC1,-6.4,-2.6,-3.8,-1.0,1.5,-12.3,5.2,i,4.4,-0.2
O=C(NN=C1CCCC1)c1cccs1,-5.4,-3.5,-2.7,0.7,-0.4,12.3,-8.2,i,-13.2,-4.4
CC(C)(C)n1nc2c(c1NC(=O)c1ccccc1S(=O)(=O)C(F)F)CS(=O)(=O)C2,-3.9,-3.4,4.5,-0.4,-1.3,1.4,4.0,i,-15.9,2.7
O=[N+]([O-])c1nn(-c2ccc3c(c2)OCCO3)n(O)c1=Nc1ccccc1,2.2,2.5,-25.3,-0.7,0.2,12.4,-2.6,i,6.7,-8.8
Cn1c(SCc2ccc(F)cc2)nnc1-c1ccncc1,2.8,-2.8,3.4,0.1,-1.0,9.2,-10.0,i,-11.9,1.7
CCO[C@H]1OC(C(=O)N2CCCCCCC2)=C[C@@H](C2CCCCC2)[C@@H]1CCCO,-2.8,-0.9,2.9,-0.3,-0.2,-13.2,-5.6,i,17.3,4.4
Cc1ccc(/C=N/NC(=O)c2nnn(-c3nonc3N)c2CN(C)C)o1,1.8,0.6,-11.4,0.0,0.1,20.2,0.1,i,5.5,-1.1
CCN(CC)CC(O)COCCC12CC3CC(CC(C3)C1)C2 (stereo unspecified),-8.6,1.0,1.9,-0.6,-1.1,9.8,0.2,i,3.5,0.0
Cn1c(SCC(=O)NCCN2C(=O)CSC2=O)nnc1-c1ccccc1,-3.8,-0.8,3.5,-0.3,-0.7,4.5,-1.9,i,10.3,-3.5
COc1ccc(-n2nnnc2SCC(=O)NCCc2ccccc2)cc1OC,2.1,1.0,0.2,0.5,0.5,-0.1,4.1,i,-4.2,-5.0
Cc1ccsc1C(=O)OCC(=O)c1cc(C)n(C)c1C,-0.6,-0.2,2.4,0.1,1.5,3.6,-4.8,i,-10.8,-4.5
Cc1sc(NC(=O)CSC2=NCCS2)nc1-c1ccccc1,-11.8,1.0,-1.3,-0.4,1.5,15.4,-4.8,i,5.0,-5.4
CCCCCOC(=O)c1ccc(OC(=O)c2cncc(Br)c2)cc1,4.9,0.8,0.7,-0.6,0.5,4.3,-0.4,i,-1.3,4.0
CC1=C(C(=O)OC2CCCCC2)C(c2cccc([N+](=O)[O-])c2)NC(=O)N1 (stereo unspecified),-3.4,-2.2,-10.6,0.7,0.0,11.4,-4.5,i,2.6,-0.6
COC(=O)c1c(NC(=O)Cc2cccs2)sc(C)c1C,-6.8,3.7,1.1,0.1,2.1,5.4,-12.8,i,-9.2,-5.9
CS(=O)(=O)c1ccc(Cl)c(NC(=O)COC(=O)c2cccc(C#N)c2)c1,0.9,-0.4,-2.3,0.2,-0.7,7.2,-3.7,i,15.7,0.2

# Shown with values under each structure: part of the list above
# Values in the order: NadD inh | STEP inh | SUMO1-SIM PPI | Tb MetRS inh | LMPTP block | SKN-1 inh | Scp1 inh | Neddyl block | NRP1-CendR mod | DNMT1 inh
O=[N+]([O-])c1nn(-c2ccc3c(c2)OCCO3)n(O)c1=Nc1ccccc1
 : 2.2 | 2.5 | -25.3 | -0.7 | 0.2 | 12.4 | -2.6 | i | 6.7 | -8.8
CS(=O)(=O)c1ccc(Cl)c(NC(=O)COC(=O)c2cccc(C#N)c2)c1
 : 0.9 | -0.4 | -2.3 | 0.2 | -0.7 | 7.2 | -3.7 | i | 15.7 | 0.2

# Further records.
SMILES,NadD inh,STEP inh,SUMO1-SIM PPI,Tb MetRS inh,LMPTP block,SKN-1 inh,Scp1 inh,Neddyl block,NRP1-CendR mod,DNMT1 inh
C/C(=N\NC(=O)c1nn(C)c(C)c1Br)c1ccc(NC(=O)c2ccc(C)s2)cc1,-4.6,-2.6,0.3,-0.5,-0.2,10.4,-12.8,i,1.8,12.4
COC(C[C@H]1O[C@H]1[C@@H](O)[C@@H](C)OCc1ccccc1)OC,-3.9,0.8,3.0,-0.2,0.0,9.2,-3.5,i,20.2*,6.7
O=c1[nH]c2cc([N+](=O)[O-])c(NCCO)c([N+](=O)[O-])c2[nH]1,-2.7,3.8,-47.0,-0.8,2.6,15.0,-4.2,i,8.2,-0.9
O=C(O)c1cccc(NC(=S)N/N=C/c2ccccn2)c1,4.3,3.4,2.9,-0.9,-1.0,4.0,-6.0,i,6.6,-4.1
CCc1ccc(CN(C)C(=O)c2ccc3c(=O)n4c(nc3c2)CCC4)cc1,3.2,1.8,9.7,-0.2,-0.1,0.4,-7.3,i,-5.0,2.1
